Lipid storage S3 – qHTS Assay for Lipid Storage Modulators in Drosophila S3 Cells | Drosophila S3 cells, BODIPY lipid droplet fluorescence, 18-24 h; cells fed with added oleic acid | Potency in µM for hits, for the others lipid storage change, negative = inhibition, % at the top dose, mostly 46.1 µM | 320,000 tested, 0.64% active | AID 2685; active means well fitted inhibition curve with a large enough effect in the signal ratio, with a control signal flat, not every such curve was filed as active; inconclusive means small, poorly fitted or top-dose-only effect, or effect the other way, or a change in a side signal; the % refers to the signal ratio
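Drosophila S3 cells got compounds at several concentrations plus oleic acid (400 uM solution). Laser-scanning cytometry with 488 nm excitation read lipid droplets at 500-530 nm and cells at 575-640 nm. Percent activity was relative to 20 uM Triacsin C.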
Lipid storage S3 cell count max – also measured in Lipid storage S3; calls as there; cell number change, %; measured here: cell count max response;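 cells counted by Cell Tracker Red CMTPX staining in the red channel; peak over a dose series mostly up to 46.1 µM; percent activity relative to internal control wells on each plate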
* hit, by the source's call; i = inactive; ? = inconclusive; · = not tested or not shown; [ ] = another dose, or the depositor's remark. On the % scale 0 is the no-effect control and ±100 the full control effect; potency means the concentration at half of the fitted maximal effect. This is a subset; rates above refer to the full screens.

A first look (five entries):
SMILES | Lipid storage S3 | Lipid storage S3 cell count max
O=C(c1ccccc1)N1CCCCC(Sc2nnc3ccccn23)C1=O (stereo not given) | 6% | 2
CCc1c(C)nc2ncnn2c1N1CCC(C(=O)NCc2cccc(OC)c2)CC1 | i | -20
O=S(=O)(CCc1nc2ccccc2o1)c1ccc(Cl)cc1 | ? | ·
NC(=O)CC(NC(=O)Cc1ccc(Br)cc1)c1ccc(NCCc2ccccc2F)c([N+](=O)[O-])c1 (stereo not given) | ? | ·
O=C(Nc1cnc2sccn2c1=O)c1ccccc1Cl | ? | ·

The whole of this part, from the first entry:
SMILES | Lipid storage S3 | Lipid storage S3 cell count max
O=C(c1ccccc1)N1CCCCC(Sc2nnc3ccccn23)C1=O (stereo not given) | 6% | 2
CCc1c(C)nc2ncnn2c1N1CCC(C(=O)NCc2cccc(OC)c2)CC1 | i | -20
O=S(=O)(CCc1nc2ccccc2o1)c1ccc(Cl)cc1 | ? | ·
NC(=O)CC(NC(=O)Cc1ccc(Br)cc1)c1ccc(NCCc2ccccc2F)c([N+](=O)[O-])c1 (stereo not given) | ? | ·
O=C(Nc1cnc2sccn2c1=O)c1ccccc1Cl | ? | ·
O=C(CSc1ncc(-c2ccccc2)n1C1CCCC1)N1CCc2ccccc21 | ? | ·
Cc1[nH]c2ccccc2c1/C=N\NC(=O)CNc1ccc2c(c1)OCO2 | 21% | 17
Cc1cccc(NS(=O)(=O)c2ccc3c(c2)NC(=O)CC(=O)N3)c1 | ? | ·
COc1ccccc1-c1coc2c(CN3CCN(C)CC3)c(O)ccc2c1=O | ? | ·
O=[N+]([O-])c1ccc(/C=N/Nc2nc(-c3ccccc3)c3cc(Br)ccc3n2)o1 | ? | ·
CCOc1ccc(S(=O)(=O)N2CCC(C(=O)NCc3cccnc3)CC2)cc1C | ? | ·
COc1ccc(C2N=C(Nc3ccc(C)cc3)Nc3nc(C)cc(=O)n32)cc1 (stereo not given) | ? | ·
O=C(COc1ccccc1)N(Cc1nnc(-c2ccccc2Cl)o1)C1CC1 | ? | ·
CCN(c1ccccc1)S(=O)(=O)c1ccc(Cl)c(C(=O)N2CCCC2)c1 | ? | ·
Cn1c(COc2ccccc2)nnc1SCC(=O)Nc1ccc(N2CCOCC2)cc1 | ? | ·
CCOC(=O)c1ccccc1NC1c2ccccc2C(=O)N1c1cc(C)ccn1 (stereo not given) | ? | ·
COc1ccc(CNC(=O)CSc2nnc(NC(=O)C3CC3)s2)cc1 | i | 13
Cc1ccc(OCc2nnc(SC(C)C(=O)O)n2Cc2ccccc2)cc1 (stereo not given) | 9% | 8
COc1ccc(CO[C@@H]2O[C@H](CO)[C@@H](O)[C@H](O)[C@H]2NC(C)=O)cc1OC | -15% | -23
CN(CC1CCCO1)S(=O)(=O)c1ccc(C(=O)Nc2ccc([N+](=O)[O-])cc2)cc1 (stereo not given) | 13µM* | -17*
O=C1/C(=C\c2cccnc2)CN(Cc2ccccc2)C/C1=C\c1cccnc1 | 2.3µM* | -26*
C/C(=N\NC(=S)Nc1ccc(C)cc1)c1cccc(N)c1 | -6% | 14
CCC(=O)N(CCc1ccccc1)Cc1cc2cccc(C)c2[nH]c1=O | i | ·
CC1CCCC(NS(=O)(=O)c2cccc3nsnc23)C1C (stereo not given) | -10% | -19
NC(=O)NC(=O)COC(=O)CCCSc1nc2ccccc2s1 | 12% | -4
COc1ccccc1N(C(=O)c1snc(C(N)=O)c1N)C(C(=O)NCc1ccccc1)c1ccc(O)cc1 (stereo not given) | -24% | 8
Cn1nnnc1SCC(=O)NCCc1ccc(Cl)cc1 | -8% | -4
O=C1CC(N2CCN(c3ccccc3)CC2)C(=O)N1Cc1ccc(Cl)cc1 (stereo not given) | 1% | 4
CCOC(=O)c1nc(N2CCN(C(=O)OCC)CC2)c2c3c(sc2n1)CCCC3 | ? | ·
Cc1c(O)ccc2c(=O)c(Oc3ccccc3)coc12 | i | 8
CCc1cccc(CC)c1NC(=S)NCCc1ccc(O)c(O)c1 | ? | ·
C=C(C)CSC1=C(C#N)C(c2ccsc2)CC(=O)N1 (stereo not given) | i | -8
Cc1ccc(-n2ccnc(SCC(=O)NC3CCCC3)c2=O)cc1F | ? | ·
CCN1CCN(S(=O)(=O)c2cccc3nsnc23)CC1 | -16% | -13
CN(C)c1nc(Nc2ccc(Cl)cc2)nc(OCC#N)n1 | ? | ·
Cc1cc(C)c(C(=O)COC(=O)Cn2c(C)csc2=O)cc1C | 17%[0.369 µM] | ·
Cc1cc(C)cc(C(=O)NCC(=O)OCC(=O)c2cc(C)n(CC(F)(F)F)c2C)c1 | 2% | 10
Nc1c(Cl)ncnc1NCc1cccnc1 | ? | ·
O=C(NC(=S)NCCCN1CCOCC1)c1ccc([N+](=O)[O-])cc1 | 12% | -15
COc1cc(C(=O)NCCCNc2nc3cc(C)c(C)cc3cc2C#N)cc(OC)c1OC | -5% | 9

By substructure, the entries above with an NH in an aromatic ring
SMILES | Lipid storage S3 | Lipid storage S3 cell count max
Cc1[nH]c2ccccc2c1/C=N\NC(=O)CNc1ccc2c(c1)OCO2 | 21% | 17
CCC(=O)N(CCc1ccccc1)Cc1cc2cccc(C)c2[nH]c1=O | i | ·

Complete entries, quoted from the list. Values in the order: Lipid storage S3	Lipid storage S3 cell count max
Shown for CCN1CCN(S(=O)(=O)c2cccc3nsnc23)CC1 → -16%	-13
Shown for Cc1cc(C)cc(C(=O)NCC(=O)OCC(=O)c2cc(C)n(CC(F)(F)F)c2C)c1 → 2%	10

The list continues.
SMILES | Lipid storage S3 | Lipid storage S3 cell count max
CC(C)c1ccc(CCNC(=O)c2cccc(S(=O)(=O)N3CCN(C)CC3)c2)cc1 | ? | ·
CS(=O)(=O)c1ccc2nc(NC(=O)CC3CCCC3)sc2c1 | ? | ·
O=C(O)/C=C/C(=O)Nc1ccccc1C(=O)OCC(=O)c1ccc2c(c1)OCCO2 | ? | ·
O=C(Cn1nnc(-c2ccc(Cl)cc2)n1)NCCC1=CCCCC1 | ? | ·
COCCN(C(=O)CCc1ccccc1OC)c1nnc(-c2cccnc2)s1 | i | 19
CCCN(CC1CC1)C(=O)COC(=O)c1oc2ccc(OCC)cc2c1C | 4.6µM* | 2.8*
CC(C)c1nc(NCCO)c(C#N)c2c1CCCC2 | ? | ·
Cc1cc(-c2csc(N)n2)c(C)n1Cc1ccccc1 | ? | ·
COc1ccc(/C=C/C(=O)ONC2=NCCCCC2)cc1OC | ? | ·
Cc1ccc(N/N=C(\Cc2nc3ccccc3[nH]2)c2ccccc2)cc1 | ? | ·
COc1ccccc1CNC(=O)CN(C)S(=O)(=O)c1cccc2cccnc12 | 28% | ·
Nc1nonc1-c1nc2ccccc2n1Cc1ccc(F)cc1Cl | i | -1
Nc1c(Cl)ncnc1N1CCCC1 | -21% | 6
COc1cccc(CCNC(=O)CCc2nnc(Cc3cc(OC)ccc3OC)o2)c1 | ? | ·
COCCCNC(=O)CSc1c2c(nc3ccc(Cl)cc13)CCCC2 | ? | ·
CC(C)(C)c1ccc(/C=C/C(=O)NC2=NCCS2)cc1 | 2% | -20
CC(=O)[C@H]1[C@H]([C@H](O)[C@H](O)CO)O[C@](O)(C(=O)O)C[C@@H]1O | 13% | 13
CCOc1cc(/C=N/NC(=O)C(C)Sc2ccccc2)ccc1O (stereo not given) | -11% | -6
Cc1ccc(C(=O)CSc2nc3ccccc3c(=O)[nH]2)cc1C | 30% | -11
COc1ccccc1N(C)S(=O)(=O)c1ccc(C(=O)OCC(=O)N2CCC2)cc1 | ? | ·
COc1ccc2c(CC(=O)OCC(=O)Nc3ccc(S(N)(=O)=O)cc3)coc2c1 | -6% | -8
Cc1ccsc1C(=O)OCc1nc2ccsc2c(=O)[nH]1 | -5%[0.0737 µM] | 24
COc1ccccc1N1CCN(CC(=O)NCC2CCCO2)CC1 (stereo not given) | 7% | 14
Cc1ccc2[nH]c(=O)c(CN(CC3CCCO3)C(=S)Nc3ccccc3)cc2c1 (stereo not given) | 14% | -9
O=C(O)c1ccccc1C(=O)c1ccc(Sc2ccc(Cl)cc2)c([N+](=O)[O-])c1 | -5% | -12
O=C(Nc1ccc(F)c(Cl)c1)NC1CC1 | -17% | -10
COCCN(C(=O)CN1CCN(S(=O)(=O)c2ccc(F)cc2)CC1)c1c(N)n(Cc2ccccc2)c(=O)[nH]c1=O | -6% | -5
COc1cc2[nH]c(=S)n(CCN3CCOCC3)c(=O)c2cc1OC | -24% | -5
O=C(NC12CC3CC(CC(C3)C1)C2)C1CC(=O)N(c2ccc(Br)cc2)C1 (stereo not given) | ? | ·
O=C(Cc1ccc(F)cc1)NCC1CCCO1 (stereo not given) | -1% | -9
CCN(CC)CCN(Cc1cc2cc3c(cc2[nH]c1=O)OCCO3)C(=O)NC1CCCCC1 | 16µM* | 4.4*
O=C(Nc1ccc(Oc2ccccc2)cc1)C1CCN(c2ncccn2)CC1 | 16% | ·
COc1ccc(NC(=S)NC(=O)c2ccccc2)cn1 | -12% | -4
CCSC1=N/C(=C\c2ccc3c(c2)OCO3)C(=O)S1 | 5% | 14
O=S(=O)(Nc1ccccc1Br)c1cccs1 | i | 13
Cc1ccc(CNC(=O)CN(C)S(=O)(=O)c2cnc[nH]2)cc1 | ? | ·
O=C(Nc1ccccc1C(=O)NCCN1CCOCC1)c1cccc([N+](=O)[O-])c1 | ? | ·
O=C(c1ccc(F)c(S(=O)(=O)N2CCOCC2)c1)N1CCN(c2ccc(F)cc2)CC1 | ? | ·
CN1CCN(c2ccccc2NC(=O)c2c(F)cccc2F)CC1 | 6% | 16
CCN(CC)c1ccc(/C=N/NC(=O)c2nnn(-c3nonc3N)c2C(C)C)c(O)c1 | ? | ·
O=C(CN(C(=O)c1csnn1)c1ccc2c(c1)OCCO2)NCc1ccccc1 | -10% | 22
Cc1ccc(/C=C/c2ccc3cccc(O)c3n2)s1 | ? | ·
Cc1ccc(S(=O)(=O)NC(C)CCc2ccccc2)cc1 (stereo not given) | ? | ·
O=C(Nc1ccccc1Oc1cccnc1)C1CCCN(Cc2ccccc2O)C1 (stereo not given) | ? | ·
O=C1CCCC2=C1C1O[C@](CCCCN3C(=O)c4ccccc4C3=O)(Cc3ccccc31)O2 | 12%[9.22 µM] | -6
NC(=S)N=Nc1c(O)[nH]c2c(Br)cc(Br)cc12 | ? | ·
COc1ccc(Oc2nccc(-c3ccccc3)c2C#N)cc1 | ? | ·
N#C/C(=C\c1ccc(OCc2ccc(F)cc2)cc1)C(=O)Nc1cccc(C(=O)O)c1 | 14% | ·
CCCn1c(SCC(=O)Nc2ccc(C(=O)Nc3ccccc3OC)cc2)n[nH]c1=O | 1% | 1
O=C(Cn1cccc1)NCc1cccs1 | 0% | 6

A portion from the list above:
SMILES | Lipid storage S3 | Lipid storage S3 cell count max
O=C(Nc1ccccc1Oc1cccnc1)C1CCCN(Cc2ccccc2O)C1 (stereo not given) | ? | ·
O=C1CCCC2=C1C1O[C@](CCCCN3C(=O)c4ccccc4C3=O)(Cc3ccccc31)O2 | 12%[9.22 µM] | -6
NC(=S)N=Nc1c(O)[nH]c2c(Br)cc(Br)cc12 | ? | ·

Additional entries.
SMILES | Lipid storage S3 | Lipid storage S3 cell count max
O=C(Cn1cnc(S(=O)(=O)N2CCCC2)c1)Nc1ccc(OC(F)(F)F)cc1 | ? | ·
COc1cccc(-c2ncc3ccccc3c2COC(=O)c2cccs2)c1 | 15% | -9
O=[N+]([O-])c1cc(-c2ccc(C(=S)N3CCOCC3)o2)ccc1Cl | ? | ·
O=C(O)CC1NC(=O)N(C2CCCCC2)C1=O (stereo not given) | 1% | 0
CN(CC(=O)Nc1cccc(F)c1)C(=O)C1CCN(C(=O)c2ccc(Cl)cc2)CC1 | ? | ·
O=C(O)CC(NC(=O)c1ccc2c(c1)OCO2)c1cccc([N+](=O)[O-])c1 (stereo not given) | ? | ·
O=C(COc1ccccc1[N+](=O)[O-])OC1CCS(=O)(=O)C1 (stereo not given) | 0% | 6
O=C(Nc1ccc(F)cc1F)C1CCCN(c2ncnc3c2nc2n3CCCCC2)C1 (stereo not given) | ? | ·
CCOC(=O)c1c(N)sc(C(=O)N2CCCCCC2)c1C | 26% | -15
O=c1oc2ccccc2c(O)c1Cc1cc(Cl)c2cccnc2c1O | ? | ·
COCCn1c(C)cc(C2=NNC(=Nc3ccc(Cl)cc3Cl)SC2)c1C | -18% | 8
COc1ccc(N(C)C(=O)c2oc(=O)c3ccccc3c2-c2ccc(C)cc2)c(OC)c1 | ? | ·
O=C(CN1CCCCC1)N1CCN(S(=O)(=O)c2ccccc2)C1 | 5% | 4
Cc1ccc(S(=O)(=O)N2C(=O)CCC2C(=O)Nc2ccc3c(c2)OCCO3)cc1 (stereo not given) | -8% | -5
COc1ccc(C)cc1NC(=O)C1CCCN(S(=O)(=O)c2ccc(-n3cnnn3)cc2)C1 (stereo not given) | 8% | 1
C[C@H](NC(=O)N1CCn2c1nc1ccccc12)C(=O)N1CCCCC1 | -1% | 15
CCOc1ccccc1NC(=S)NCCc1ccccc1 | i | 17
O=Nc1c(-c2cccc([N+](=O)[O-])c2)nc2ncccn12 | ? | ·
CC1CC(C)CN(S(=O)(=O)c2ccc(NC(=O)CCNC(=O)c3ccc([N+](=O)[O-])cc3)cc2)C1 (stereo not given) | ? | ·
COc1ccccc1CNC(=S)Nc1cc(C)ccc1C | -5% | 22
C=CCNC(=O)c1onc(CSc2ccncc2)c1C(=O)NCC=C | 18% | -3

Compound activity from PubChem.
